High-throughput results (PubChem)
PAX8 reporter – lowers PAX8-driven luciferase in RMG-I cells; RMG-I TPO-luciferase reporter, SteadyGlo, 24 h; inhibition, % at 12.6 µM; 1.2% of 360,000 active;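 active means mean replicate inhibition at least 60% with every replicate also reaching 60%; inconclusive means only one of the two criteria is met; inactive means mean below 60% and not all replicates reaching 60%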;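 further: luciferase light reporting Pax8 driven TPO promoter activity; plate controls were median of neutral control wells for no effect and mitoxantrone controls for full effect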
DENV2 CPE – DENV2-induced cell death inhibition; DENV2-infected cells, cytopathic effect rescue, plate reader; CPE inhibition, % at 9.99 µM; 1.7% of 350,000 active; in the data active means CPE inhibition above about 20%, passing the limit was not always enough; inconclusive means no clear call, values can overlap the other calls; tested in BHK-21 cells;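 further: 0% = median of neutral control wells and 100% = median of positive control wells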
LGR2 inh – blocks bursicon-induced cAMP signaling via Drosophila LGR2. HEK293 LGR2, CRE-luciferase, bursicon-stimulated, 4 h. 0.35% of 380,000 active. inhibition, % at 9.99 µM;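 active means drop in luminescence signal, shown as inhibition above about 50% in the replicate tests, limit read from the data, passing the limit was not always enough; inconclusive means probably only some replicates passing the limit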;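 further: agonist challenge used bursicon conditioned medium at about half maximal strength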
EWS-Fli inh – inhibitors of EWS/Fli oncoprotein transcriptional activity | 0.67% of 350,000 active | inhibition, % at 12.6 µM | A673 NR0B1-luciferase reporter, viability-normalised;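 active means mean inhibition of at least 50% after viability correction, with every replicate also passing that limit; inconclusive means mean reaches 50% but only one of two replicates passes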;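 further: firefly luciferase signal divided by Alamar Blue viability fluorescence both relative to DMSO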
SIRT5 block – blocks human SIRT5 desuccinylation of peptide | inhibition, % at 15 µM | 1.1% of 330,000 active | Q9NXA8 | Purified SirT5, succinyl-peptide AMC, trypsin-coupled fluorescence | AID 652115; in the data active means inhibition above about 15%; inconclusive means no clear call, values can overlap the other calls
Target sequence (Q9NXA8 whole entry, looked up): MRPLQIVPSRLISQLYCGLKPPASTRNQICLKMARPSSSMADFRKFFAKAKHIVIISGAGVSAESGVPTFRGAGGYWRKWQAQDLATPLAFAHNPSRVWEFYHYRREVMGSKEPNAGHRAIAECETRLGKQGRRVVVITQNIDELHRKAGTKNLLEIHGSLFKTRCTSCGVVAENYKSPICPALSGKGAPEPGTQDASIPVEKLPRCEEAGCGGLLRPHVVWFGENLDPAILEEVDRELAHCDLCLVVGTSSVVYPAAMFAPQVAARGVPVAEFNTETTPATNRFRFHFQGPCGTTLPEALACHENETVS
ARNT-TACC3 inh – disrupts binding between human ARNT and TACC3. 0.66% of 390,000 active. inhibition, % at 9.99 µM. AID 623870. Q9Y6A5. AlphaScreen His-ARNT PAS-B/GST-TACC3 binding, luminescence; TACC3 fragment carries E629A point mutation;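 active means mean inhibition of replicates at least 50% and at least half of replicates each reaching 50%; inconclusive means half or more replicates reach 50% but mean below 50%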;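 further: 0% = complete ARNT plus TACC3 wells and 100% = ARNT alone without TACC3; many hits fall short of the cut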
CASP6 VEID inh – caspase-6 (human) enzyme inhibition | P55212 | purified caspase-6, Z-VEID-R110 cleavage fluorescence | inhibition, % at 12.5 µM | 0.53% of 350,000 active | AID 686996;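 active means mean inhibition across replicates at least about 35%, with every replicate also reaching that limit, limit read from the data; inconclusive means only one of the two criteria met; inactive means neither criterion met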;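 further: 0% = median of neutral control wells and 100% = no fluorescence left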
Target sequence (P55212 24-179 limits assumed): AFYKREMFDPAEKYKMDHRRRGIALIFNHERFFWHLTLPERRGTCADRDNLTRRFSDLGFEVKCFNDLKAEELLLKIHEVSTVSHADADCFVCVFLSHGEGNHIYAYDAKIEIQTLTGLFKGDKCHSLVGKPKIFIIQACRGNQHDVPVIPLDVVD
Target sequence (P55212 194-293 limits assumed): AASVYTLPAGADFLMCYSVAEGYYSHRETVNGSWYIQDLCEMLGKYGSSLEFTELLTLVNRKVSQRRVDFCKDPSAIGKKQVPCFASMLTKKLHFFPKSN
* = called active by the depositor; ? = inconclusive; / = no result given.

SMILES	PAX8 reporter	DENV2 CPE	LGR2 inh	EWS-Fli inh	SIRT5 block	ARNT-TACC3 inh	CASP6 VEID inh
COc1ccc(S(=O)(=O)N(C)C[C@@H]2OCCCC[C@@H](C)Oc3ccc(NS(=O)(=O)c4ccc(F)cc4)cc3C(=O)N([C@H](C)CO)C[C@@H]2C)cc1	7	6	-3	-9	13	-5	3
C[C@@H]1CCCCO[C@@H](CN(C)C(=O)C2CCCCC2)[C@@H](C)CN([C@H](C)CO)C(=O)c2cc(NS(C)(=O)=O)ccc2O1	14	/	3	1	-2	-1	-1
CO[C@@H]1CN(C)C(=O)c2cc(NC(C)=O)ccc2OC[C@H](C)N(C(=O)c2ccccn2)C[C@H]1C	/	2	0	0	0	2	-5
COCCNC(=O)[C@H]1[C@H](CO)[C@H]2Cn3c(ccc(-c4ccc(F)cc4)c3=O)[C@@H]1N2C	-1	4	6	1	-8	2	5
C[C@@H]1CN([C@@H](C)CO)C(=O)c2cc(NC(=O)C3CC3)ccc2O[C@H]1CN(C)Cc1ccc(Cl)c(Cl)c1	/	14	6	13	8	6	-1
CCCNC(=O)Nc1ccc2c(c1)C(=O)N(C)C[C@H](OC)[C@H](C)CN(Cc1ccccn1)[C@H](C)CO2	13	/	7	-15	/	5	/
CC(=O)Nc1ccc(NC(=O)CSc2ncnc3sc(C)c(C)c23)cc1	15	0	-21	/	-4	-8	/
C[C@@H]1CN([C@@H](C)CO)S(=O)(=O)c2ccc(C#Cc3ccccn3)cc2O[C@H]1CN(C)Cc1ccc(F)cc1	17	-3	-30	33	1	-12	0
CCOC(=O)C1C(=O)NC(c2ccccc2)=NC1c1ccc(OC)cc1 (centres undefined)	-9	1	-19	8	-1	-2	-3
CC1=Nc2ccccc2/C1=C/c1nc(-c2ccc(C)s2)oc1O	21	-1	10	-3	-3	-5	-5
CC(C)c1nnc(NC(=O)c2ccc3ccccc3c2)s1	-195	-3	-35	-31	13	-4	-2
O=C(/C=C(/c1ccc(Cl)cc1)n1cncn1)c1ccccc1	2	/	-25	/	/	0	/
C[C@@H]1CCCCO[C@H](CN(C)Cc2ccc(Cl)c(Cl)c2)[C@H](C)CN([C@@H](C)CO)C(=O)c2cc(NC(=O)CCC(F)(F)F)ccc2O1	40	3	-4	1	11	8	-3
CC1CCCCN1CCCNC(=O)C1CCCN(c2ncnc3c2nc2n3CCCCC2)C1 (centres undefined)	-7	2	-1	1	-3	-3	-21
CN1C(=O)c2cc(NC(=O)C3CCOCC3)ccc2OC[C@H]2O[C@@H](CC(=O)O)CC[C@@H]21	-2	?	6	2	1	-5	4
Fc1ccc(CSc2nnc(-c3ccccn3)o2)cc1	-151	-2	-65	-96	-2	-2	2
Cc1ccc2nc(Nc3ccccc3O)nc(-c3ccccc3)c2c1	/	-5	-3	4	-3	-1	1
CO/N=C/c1c(-c2ccc(Cl)cc2)nc2cc(C)ccn12	-33	-4	-20	-5	-3	-2	0
CCOC(=O)c1c(NC(=O)COc2cccc3c2CCN(C)C3=O)sc2c1CCC2	-15	-2	5	-1	1	-4	4
C/C(=N\N(C)C)c1ccc(OCCOc2ccc([N+](=O)[O-])cc2)cc1	-9	3	-4	1	-1	/	-2
COc1ccc(N(C)S(=O)(=O)c2cccc(C(=O)N3CCN(S(=O)(=O)c4ccc(C)cc4)CC3)c2)cc1	3	-5	13	11	-3	-5	3
COC(=O)c1ccc(-n2cc(-c3ccc(OC)cc3)[nH]c2=S)cc1	-51	/	-31	/	/	-6	/
COc1ccc(S(=O)(=O)Nc2ccc3c(c2)C(=O)N([C@@H](C)CO)C[C@@H](C)[C@@H](CN(C)Cc2ccc(C(=O)O)cc2)OCCCC[C@H](C)O3)cc1	-17	26*	1	-5	6	11	-2
CC(C)(C)C(=O)/C=C1\NC(=O)CS1	-11	0	1	5	-4	-4	-1
COc1cc(OC)cc(N(C(=O)c2snc(C(N)=O)c2N)C(C(=O)NCC2CCCO2)c2ccc(C)o2)c1 (centres undefined)	17	-4	-8	5	2	1	7

By substructure, the entries above with a halogen
SMILES	PAX8 reporter	DENV2 CPE	LGR2 inh	EWS-Fli inh	SIRT5 block	ARNT-TACC3 inh	CASP6 VEID inh
COc1ccc(S(=O)(=O)N(C)C[C@@H]2OCCCC[C@@H](C)Oc3ccc(NS(=O)(=O)c4ccc(F)cc4)cc3C(=O)N([C@H](C)CO)C[C@@H]2C)cc1	7	6	-3	-9	13	-5	3
COCCNC(=O)[C@H]1[C@H](CO)[C@H]2Cn3c(ccc(-c4ccc(F)cc4)c3=O)[C@@H]1N2C	-1	4	6	1	-8	2	5
C[C@@H]1CN([C@@H](C)CO)C(=O)c2cc(NC(=O)C3CC3)ccc2O[C@H]1CN(C)Cc1ccc(Cl)c(Cl)c1	/	14	6	13	8	6	-1
C[C@@H]1CN([C@@H](C)CO)S(=O)(=O)c2ccc(C#Cc3ccccn3)cc2O[C@H]1CN(C)Cc1ccc(F)cc1	17	-3	-30	33	1	-12	0
O=C(/C=C(/c1ccc(Cl)cc1)n1cncn1)c1ccccc1	2	/	-25	/	/	0	/
C[C@@H]1CCCCO[C@H](CN(C)Cc2ccc(Cl)c(Cl)c2)[C@H](C)CN([C@@H](C)CO)C(=O)c2cc(NC(=O)CCC(F)(F)F)ccc2O1	40	3	-4	1	11	8	-3
Fc1ccc(CSc2nnc(-c3ccccn3)o2)cc1	-151	-2	-65	-96	-2	-2	2
CO/N=C/c1c(-c2ccc(Cl)cc2)nc2cc(C)ccn12	-33	-4	-20	-5	-3	-2	0

(next part)
SMILES	PAX8 reporter	DENV2 CPE	LGR2 inh	EWS-Fli inh	SIRT5 block	ARNT-TACC3 inh	CASP6 VEID inh
CCOc1ccc(/C=C(\C#N)C(=O)NCC2CCCO2)cc1OCC (centres undefined)	31	4	9	4	0	1	8
COc1cccc(CNC(=O)CCC2CCCN(Cc3ccc(OC(F)F)cc3)C2)c1 (centres undefined)	0	0	14	14	-3	7	-3
COc1ccc(S(=O)(=O)N2CCN(C(=S)Nc3ccc(S(N)(=O)=O)cc3)CC2)cc1	-15	?	12	/	0	-3	2
Cc1cccc(N2CCN(C(=S)Nc3ccc4nc(N5CCN(C)CC5)cc(C)c4c3)CC2C)c1 (centres undefined)	39	9	4	44	-4	14	-16
CCC(=O)N(C)C[C@H]1Oc2ncc(-c3ccccc3F)cc2C(=O)N([C@H](C)CO)C[C@H]1C	/	-3	-14	-12	-5	-2	-2
COc1ccccc1CNc1ncnc2sccc12	29	1	8	38	-2	30	0
NC(=O)CSc1nnc(COc2cccc3ccccc23)o1	-11	?	8	12	9	-2	-1
COCC(=O)N1C[C@H](C)[C@@H](OC)CN(C)C(=O)c2cc(NC(=O)Nc3ccccc3)ccc2OC[C@H]1C	/	6	3	-4	7	-3	/
COc1ccc(OC(=O)c2ccc(OC)c(S(=O)(=O)N3CCOCC3)c2)cc1	6	?	22	9	-4	/	5
CCOC(=O)Cc1csc(N/C(=N/S(=O)(=O)c2cc(Br)ccc2OCC)c2ccccc2)n1	20	-2	1	5	12	13	4
Cc1noc(C)c1NC(=O)Nc1ccc2c(c1)C(=O)N([C@H](C)CO)C[C@H](C)[C@H](CN(C)C(=O)NC1CCCCC1)O2	/	1	10	-14	0	-7	-1
C[C@@H]1CN([C@@H](C)CO)C(=O)c2cccc(N(C)C)c2O[C@@H]1CN(C)C(=O)Nc1ccc2c(c1)OCO2	16	0	0	0	-3	6	-1
Cc1cccc(N(CC(=O)NCc2ccco2)C(=O)CCC(=O)Nc2nccs2)c1	5	7	/	2	-2	-19	-3
CC1CCN(S(=O)(=O)N2CCC(C(=O)N3CCC(N(C)CC4CCCO4)CC3)CC2)CC1 (centres undefined)	1	?	-3	-2	18*	1	-5
Cc1ccc(CN(C(=O)Cc2cccs2)C(C(=O)NC2CCCC2)c2ccncc2)cc1 (centres undefined)	23	-3	-4	3	-2	/	0
COc1ccc(C(=O)CSc2nnc(CNC(=O)c3ccc(S(=O)(=O)N(C)C)cc3)o2)cc1	1	11	-16	/	0	-3	1
O=C(c1ccc(Cl)c(Cl)c1)N1CCC(=O)N([C@H](COCc2cccc(C(F)(F)F)c2)Cc2ccccc2)CC1	21	11	17	14	-1	/	0
C[C@@H]1CN([C@H](C)CO)C(=O)c2cccc(NC(=O)Nc3ccc(F)cc3)c2O[C@H]1CN(C)Cc1ccc(Cl)c(Cl)c1	/	-8	3	1	-3	6	3
Cc1noc(C)c1NC(=O)N[C@@H]1CC[C@H](CCNC(=O)C2CCC2)O[C@H]1CO	1	6	25	-1	1	-3	0
Cc1ccc(NC(=O)C2CC2c2ccccc2)cc1 (centres undefined)	-49	-2	1	-80	-6	-4	-2
CC1=NN(C(=O)c2ccc(Cn3cc([N+](=O)[O-])cn3)cc2)C(O)(C(F)(F)F)C1 (centres undefined)	4	/	2	-13	18*	-1	4
C=CCN1C2CCCC1CC(NC(=S)Nc1cccc(OC)c1)C2 (centres undefined)	4	2	-21	2	-5	2	-6
Cc1ccc(C(=O)OCC(=O)NC(=O)c2ccccc2)o1	4	13	5	1	4	3	27
Cc1nn(-c2ccccc2)nc1C(N)=O	-17	9	-3	12	-7	-31	-4
Cc1ccc(/C=C2\SC(=S)N(CCCC(=O)Nc3ccc(O)cc3)C2=O)cc1	42	-2	-18	44	-2	0	-4

Structures listed above that bear a hit mark in SIRT5 block.
smiles | LGR2 inh | SIRT5 block | ARNT-TACC3 inh | CASP6 VEID inh
CC1CCN(S(=O)(=O)N2CCC(C(=O)N3CCC(N(C)CC4CCCO4)CC3)CC2)CC1 (centres undefined) | -3 | 18* | 1 | -5
CC1=NN(C(=O)c2ccc(Cn3cc([N+](=O)[O-])cn3)cc2)C(O)(C(F)(F)F)C1 (centres undefined) | 2 | 18* | -1 | 4

Next part
SMILES	PAX8 reporter	DENV2 CPE	LGR2 inh	EWS-Fli inh	SIRT5 block	ARNT-TACC3 inh	CASP6 VEID inh
COc1ccc(S(=O)(=O)N(C)C[C@H]2Oc3c(NC(=O)NC(C)C)cccc3C(=O)N([C@@H](C)CO)C[C@H]2C)cc1	/	0	6	3	0	-10	-1
CO[C@H]1CN(C)C(=O)c2cc(NS(C)(=O)=O)ccc2OC[C@H](C)NC[C@@H]1C	-1	/	-18	-5	0	2	2
CCSc1nc2c(cnn2-c2ccc(C)cc2)c(=O)[nH]1	-4	?	-7	5	-1	0	-1
O=C(COC(=O)c1ccc(Br)o1)Nc1ccc2c(c1)OCCO2	-29	9	-10	-5	14	/	1
Cc1cccc(NC(=O)COC(=O)C(NC(=O)c2cccc(S(=O)(=O)N3CCOCC3)c2)C(C)C)c1 (centres undefined)	-7	0	-2	-6	-2	1	1
S=c1[nH]c2ccccc2n1CCOc1ccccc1	-14	-9	-6	-50	3	5	1
C[C@H](CO)N1C[C@H](C)[C@H](CN(C)Cc2ccc(C(F)(F)F)cc2)OCCCC[C@H](C)Oc2ccc(NS(=O)(=O)c3ccc(F)cc3)cc2C1=O	106*	-6	13	73*	17*	17	0
O=C(OCC1OC(n2ccc(=O)[nH]c2=O)C(Cl)C1O)c1ccccc1 (centres undefined)	-6	17	-3	-3	1	-30	0
COCCCNc1nc2ccccc2nc1NS(=O)(=O)c1cccc(Cl)c1	5	11	9	-9	-4	2	5
CC(C)(CN1CCCC1)NS(=O)(=O)c1ccc(Cl)cc1	17	-6	8	-3	0	/	0
O=C(C1CCCN(Cc2ccc(Cl)cc2)C1)N1CCCCC1 (centres undefined)	-46	14	2	5	-4	-6	-4
O=C(Cn1cc(S(=O)(=O)Cc2ccccc2)c2ccccc21)N1CCOCC1	3	2	1	1	-2	2	12
COc1cn(-c2ccccc2)nc1C(=O)Nc1ccccc1	-108	-2	-14	/	-1	5	1
CC(C)(C)NC(=O)C(OC(=O)c1ccco1)c1ccccc1F (centres undefined)	12	5	3	10	-2	-49	0
